Screening results (PubChem)
ADAM17 inh: inhibits human ADAM17 | P78536 | recombinant ADAM17, EDANS/DABCYL FRET peptide cleavage | AID 720648 | inhibition, % at 6.95 µM | 370,000 tested, 0.83% active;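 active means inhibition above the mean of compounds lying between control limits plus 3 SD, set per campaign, cut at about 8.5% in these data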;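 further: 0% = DMSO-only wells as the low control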
Target sequence (P78536 215-824 limits assumed): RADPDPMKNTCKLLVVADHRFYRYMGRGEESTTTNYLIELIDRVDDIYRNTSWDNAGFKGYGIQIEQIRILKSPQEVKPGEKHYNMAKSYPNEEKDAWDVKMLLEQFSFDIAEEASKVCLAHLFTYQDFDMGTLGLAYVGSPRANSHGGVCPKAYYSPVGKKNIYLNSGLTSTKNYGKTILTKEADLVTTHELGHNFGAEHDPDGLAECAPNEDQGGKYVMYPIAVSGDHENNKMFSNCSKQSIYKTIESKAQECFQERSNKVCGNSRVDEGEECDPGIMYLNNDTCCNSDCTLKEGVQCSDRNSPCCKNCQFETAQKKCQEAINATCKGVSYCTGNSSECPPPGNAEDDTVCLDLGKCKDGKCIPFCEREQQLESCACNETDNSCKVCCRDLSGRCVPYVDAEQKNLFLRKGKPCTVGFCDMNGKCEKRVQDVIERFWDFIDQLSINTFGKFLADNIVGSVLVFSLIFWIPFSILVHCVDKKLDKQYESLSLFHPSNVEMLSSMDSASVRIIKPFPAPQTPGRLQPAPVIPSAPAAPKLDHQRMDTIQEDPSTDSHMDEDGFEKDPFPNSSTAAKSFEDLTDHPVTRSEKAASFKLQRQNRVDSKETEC
DAX1 inh-1: NR0B1 (DAX1) inhibition | P51843 | HEK293 Gal4-DAX1 luciferase reporter, luminescence | inhibition, % at 6.75 µM | 340,000 tested, 0.99% active | AID 504766;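 active means inhibition above the mean over all tested compounds plus 3 SD, cut at about 4.2% in these data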;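 further: 0% = DAX1-transfected cells with DMSO and 100% = empty-vector control cells with DMSO; inhibition shows as a rise in luminescence from relieved DAX1 repression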
PLC-beta3 inh: inhibitors of human phospholipase C beta3; Q01970; Purified PLC-beta3, fluorogenic substrate, fluorescence; inhibition, % at 12.2 µM; 370,000 tested, 0.18% active; in the data active means inhibition above about 11%;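 further: 0% = median of compound wells on plate and 100% = full blocker control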
PLCg1 inh: inhibitors of human phospholipase C gamma1. P19174. purified PLC-gamma1, fluorogenic substrate, fluorescence. AID 720700. 370,000 tested, 0.84% active. inhibition, % at 12.2 µM; in the data active means inhibition above about 9.5%
ssDAF12 agonist: activators of S. stercoralis DAF-12 nuclear receptor; HEK293 ssDAF-12/GRIP1 lit1-tk-luc reporter, luminescence; % of 3 µM dafachronic acid response; activation, % at 6.8 µM; 370,000 tested, 1% active; AID 652126;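 active means activation above the mean over all tested compounds plus 3 SD, cut at about 0.9% in these data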;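 further: 0% = DMSO-only wells and 100% = 3 µM delta7-dafachronic acid wells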
DAX1 inh-2: blocks DAX1 repression of SF-1 activated StAR promoter | inhibition, % at 6.8 µM | HEK293T StAR-luciferase reporter, SF-1/DAX-1 repression relief | 370,000 tested, 1.1% active | AID 652010;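 active means inhibition above the mean over all tested compounds plus 3 SD, cut at about 3.6% in these data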;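 further: 0% = DAX-1 cells with DMSO and 100% = cells lacking DAX-1 with DMSO; higher inhibition means more luminescence from relief of DAX-1 repression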
NR1D1 modulator: Rev-erb alpha (human) modulation. P20393. Rev-erbα–FITC-DNA binding, fluorescence polarization, 90 min. activity, % at 10 µM. 370,000 tested, 0.79% active;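 active means activity above about 14%, limit read from the data; passing the limit was not always enough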;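 further: 0% = DMSO wells with 35 nM protein and 100% = DMSO wells with 750 nM protein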
hcDAF-12 act: H. contortus DAF-12 activation, primary screen | HEK293 hcDAF-12 lit1-tk-luc reporter, luminescence; 0% DMSO, 100% Δ7-dafachronic acid | activation, % at 6.8 µM | 370,000 tested, 1.4% active | AID 652067;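 active means activation above the mean of all tested compounds plus 3 SD, cut at about 5.5% in these data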;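 further: 100% = response to 3 µM Δ7-dafachronic acid high control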
hgDAF-12 ag: agonists of H. glycines DAF-12 nuclear receptor; activation, % at 6.8 µM; AID 687014; 370,000 tested, 1.8% active; HEK293 GAL4-hgDAF12 UAS-luciferase reporter, agonist luminescence; normalized to butyrate control;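 active means activation above a cutoff set at the mean of all screened compounds plus 3 SD, cut at about 10% in these data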;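 further: 0% = DMSO wells and 100% = sodium butyrate wells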
SMARCA2 activ: activators of SMARCA2 function | activation, % at 9.1 µM | AID 652017 | 370,000 tested, 1% active | MG213 cells, MMTV-luciferase reporter, dexamethasone, overnight; in the data active means activation above about 7.8%;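 further: 0% = vehicle wells and 100% = reference activator wells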
MBD2 DNA inh: MBD2-methylated oligo binding inhibition; TR-FRET, MBD2 binding to methylated oligonucleotide; inhibition, % at 4.4 µM; Q9UBB5; 370,000 tested, 0.31% active; in the data active means inhibition above about 13%
Target sequence (Q9UBB5 whole entry, looked up): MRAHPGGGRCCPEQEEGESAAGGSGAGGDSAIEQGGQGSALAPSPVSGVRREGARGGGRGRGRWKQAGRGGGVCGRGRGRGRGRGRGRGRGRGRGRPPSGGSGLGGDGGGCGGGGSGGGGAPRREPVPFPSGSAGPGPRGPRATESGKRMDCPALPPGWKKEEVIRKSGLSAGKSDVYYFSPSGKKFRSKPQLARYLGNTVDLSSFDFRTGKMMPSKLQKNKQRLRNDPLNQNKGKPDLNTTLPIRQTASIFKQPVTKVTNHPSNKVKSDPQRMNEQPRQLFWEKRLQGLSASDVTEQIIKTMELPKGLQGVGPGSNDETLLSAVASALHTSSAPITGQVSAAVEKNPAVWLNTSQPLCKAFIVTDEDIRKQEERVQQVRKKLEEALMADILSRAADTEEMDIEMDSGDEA
* = called active by the depositor; i = inactive; x = no result given. Hits appear at their usual frequency. About 7.4% of those tested had a hit in this group.

SMILES	ADAM17 inh	DAX1 inh-1	PLC-beta3 inh	PLCg1 inh	ssDAF12 agonist	DAX1 inh-2	NR1D1 modulator	hcDAF-12 act	hgDAF-12 ag	SMARCA2 activ	MBD2 DNA inh
COC(=O)[C@@H]1C[C@H]2CC[C@H](O)C[C@H]2N1Cc1ccc(N2CCN(C)CC2)cc1	0	-1.0	2	-3	-0.1	0.4	-2	-1.2	-0.7	2	-1
C=CCN1CCN(C(c2ccccc2)c2nnnn2CCC(C)C)CC1 (centres undefined)	-3	-0.6	-6	0	-1.1	-0.3	2	-0.1	-1.1	0	1
Cc1ccc(-c2c(C)cc3oc(=O)cc(-c4ccccc4)c3c2C)cc1	0	0.3	1	1	-0.4	-0.9	3	0.3	2.0	-3	2
CCOc1cc(C2CC(=O)NC3=C2C(=O)C(C(=O)OC)C(C)C3)cc(Br)c1O (centres undefined)	7	0.0	2	5	-1.6	1.1	-2	-1.1	-0.9	-1	-2
CCOc1ccccc1Nc1nc(N)nc(CN2CCCCC2C)n1 (centres undefined)	-1	0.8	-1	5	-0.9	-0.3	2	-1.3	-0.8	-3	1
CCCCCCCCCCCCN1[C@@H](CC(=O)OC)c2cc(C(F)(F)F)ccc2S1(=O)=O	1	0.3	3	-3	-1.2	-0.5	5	1.5	0.6	1	0
Cc1cc(/C=N/NC(=O)c2c(Br)cnn2C)c(C)n1-c1cccc(Br)c1	4	0.4	-8	-11	-1.9	-0.3	-6	-3.2	1.7	-3	-10
CCOc1ccc(-n2c(SCC(=O)Nc3ccc(S(=O)(=O)Nc4cc(C)nc(C)n4)cc3)nnc2-c2ccc(C)cc2)cc1	3	x	0	5	-1.3	-1.0	0	-2.1	-2.1	-2	2
O=c1[nH]c(=O)c2nc3ccccc3nc2[nH]1	-11	0.2	-42	-32	-0.2	-0.1	-1	3.1	0.7	0	-3
Cc1ccc(NC(=O)Cc2nc(CN(C)CC(=O)Nc3ccc(C)cc3)cs2)cc1	2	0.7	-3	4	-1.1	-0.6	-6	-1.1	0.8	7	-3
CC(C)n1nc(C(=O)N2CCN(S(=O)(=O)c3cccs3)CC2)c2ccccc2c1=O	1	x	-4	5	-2.2	-0.8	11	4.6	0.7	-3	0
COc1ccc(-c2ccc(C(=O)Nc3cccc(C(C)=O)c3)c3occc23)c(C)c1	8	x	-8	4	-1.8	-3.9	7	-4.6	-0.5	-4	1
Cc1cccc(NC(=O)CN2C(=O)N/C(=C/c3cc(C)n(-c4ccncc4)c3C)C2=O)c1	-8	0.2	-41	-32	-1.4	-1.1	-4	-2.8	0.4	-1	-9
COc1cccc(CN(CC2CCCO2)S(=O)(=O)c2ccc(S(=O)(=O)N(C)C)cc2)c1 (centres undefined)	-6	-0.7	-1	0	-1.7	-0.3	-2	-2.7	-1.8	-1	3
O=C(COC(=O)c1ccc(S(=O)(=O)C(F)F)cc1)Nc1ccccc1C(=O)NC1CC1	-1	-0.1	-5	4	-1.0	1.1	6	-2.8	1.2	6	-5
N#Cc1cc2cc3c(cc2nc1NCCNC(=S)NCCCN1CCOCC1)OCO3	-271	1.4	-255	-178	-1.8	-0.6	0	-0.3	0.7	5	-7
CCn1c(CCC(=O)Nc2cc(F)ccc2C)nc2cc(S(=O)(=O)N(C)C)ccc21	-1	3.2	-7	-3	-1.3	-0.4	3	-0.2	-0.4	-1	-5
CCOC1=C2CN(S(=O)(=O)c3ccc(C)cc3)C(c3ccc(CC)cc3)CC2n2c(=O)n(-c3ccccc3)c(=O)n2C1 (centres undefined)	4	x	4	1	-0.2	-0.1	6	-0.3	2.4	-6	-5
CCCc1cc(C(F)(F)F)c(C#N)c(=O)[nH]1	i	-0.1	-248	-177	-0.7	-0.4	-1	-2.6	-0.9	4	-5
CCOC(=O)C(=CNc1cc(C)ccc1-n1cccc1)C(=O)OCC	-35	2.8	-49	-34	-1.0	-0.5	2	-1.2	-0.3	-6	1
CCCSc1ccccc1C(=O)N1CCN(C(=O)c2ccco2)CC1	-2	0.0	-4	1	-1.0	0.4	-2	-2.1	1.4	1	8
COc1ccc(C(=O)Nc2ccc(NC(=O)c3cc(OC)c(OC)c(OC)c3)cn2)cc1	-77	-2.5	-5	-5	-1.5	-0.5	20*	-3.4	-4.3	-2	-7
CCCc1ccc(S(=O)(=O)NCCc2ccncc2)cc1	-5	-1.4	-3	0	-1.3	-1.4	-4	-1.3	-2.8	-4	0
OCC1OC(n2cnc3c(N4CCCCC4)ncnc32)C(O)C1O (centres undefined)	1	1.1	5	2	-1.4	0.0	-1	-1.0	-0.2	-4	-6
N#Cc1cc(N)ccc1Sc1ccccc1	-3	2.0	-20	-11	-1.1	-0.1	-1	-1.0	-1.2	0	-7

Next results
SMILES	ADAM17 inh	DAX1 inh-1	PLC-beta3 inh	PLCg1 inh	ssDAF12 agonist	DAX1 inh-2	NR1D1 modulator	hcDAF-12 act	hgDAF-12 ag	SMARCA2 activ	MBD2 DNA inh
CCCCN1C(=O)NC(NC(=O)C2CC2)(C(F)(F)F)C1=O (centres undefined)	-3	0.0	-6	-1	-0.3	-0.7	-8	-2.1	6.3	-1	-2
Cc1ccc(S(=O)(=O)NCCc2nnc3ccc(SCc4cccnc4)nn23)cc1	-2	-0.2	-3	1	-1.1	0.2	-6	0.8	-1.2	1	0
COc1ccc(CNC(=O)COC(=O)Cc2ccsc2)cc1	2	0.2	-1	-3	-1.2	0.6	-6	-2.0	2.6	0	-3
CC(C)Sc1nnc(CNC(=O)C23CC4CC(CC(C4)C2)C3)n1C1CCCCC1	3	1.4	2	3	-0.9	0.3	5	-1.4	-1.9	0	4
CCOC(=O)c1c(C)[nH]c(C(=O)N/N=C/c2ccc(OC)c(OC)c2)c1C	-4	-0.2	-8	-6	-1.6	-3.4	1	-1.9	3.7	0	-8
O=C(Nc1ccc(N2CCOCC2)c(Cl)c1)c1ccc(-n2cnnc2)cc1	4	0.4	-4	-3	-1.3	0.8	-3	1.7	0.2	-1	-6
COc1ccc(N2CCN(C(=O)CN(c3cccc(Br)c3)S(C)(=O)=O)CC2)cc1	14*	-0.1	8	8	-1.8	-0.1	-5	-1.1	0.6	-2	2
O=C(O)/C=C/C(=O)Nc1ccc(-n2ccc(C(F)(F)F)n2)cc1	2	-0.5	-5	3	-1.2	-0.5	-4	-1.5	-1.6	-4	-2
CCCCn1c(N)c(N(CC)C(=O)c2ccc(-c3ccc(Cl)cc3)o2)c(=O)[nH]c1=O	-8	-0.2	-13	-10	-1.2	-0.6	5	0.0	0.8	-1	0
O=C(NC1CCCC1)c1ccc(CS(=O)(=O)c2ccc(Cl)cc2)o1	-1	0.2	-6	0	-1.0	-0.4	1	0.3	0.1	1	2
O=C(Nc1ccc([N+](=O)[O-])c(NC(=O)c2cccnc2)c1)c1cccnc1	-7	0.5	0	0	0.2	0.4	-1	0.8	0.9	-4	-2
Cc1ccc(S(=O)(=O)Nc2ccc3c(c2)CCC3)cc1C	6	0.8	-3	13*	-1.1	-0.6	-1	-0.7	-4.0	-4	-3
O=[N+]([O-])c1cc(Cl)cc(/C=N/NC(=S)Nc2ccc(S(=O)(=O)N3CCOCC3)cc2)c1O	17*	0.3	-32	-20	-1.8	0.1	-6	-1.3	6.4	-4	-6
COc1ccc(/C=N/NC(=O)c2cccc(OC(F)(F)C(F)F)c2)cc1O	3	0.4	-11	-10	-0.6	-0.6	-3	-2.6	2.4	0	2
COC(=O)c1ccc(NS(=O)(=O)c2ccc(-c3cc(C)no3)s2)cc1	4	1.1	-7	-3	-0.2	-0.4	9	-1.9	0.8	-2	-5
COc1cccc(OCCn2cc(C=O)c3ccccc32)c1	0	0.7	-2	0	-1.6	-0.9	11	-1.5	0.4	2	3
Cn1cccc1CNC(=S)Nc1ccccc1Cl	4	-0.3	-2	2	-1.4	0.0	2	-0.3	-2.4	-4	-1
Cc1ccccc1OCCC(=O)OCC(=O)NC1CCCCC1	-5	0.1	-3	-4	-0.9	-0.2	-3	0.1	1.9	-3	1
Cc1cc(C(=O)Cn2nc(C(=O)O)c3ccccc3c2=O)c(C)n1C1CC1	-4	0.8	-8	-3	-1.9	1.2	-5	-0.8	0.5	0	0
Fc1ccc(CSc2nncn2NC/C=C/c2ccccc2)cc1	-5	-1.4	-1	-2	-1.5	0.6	-1	-2.3	4.3	-3	2
COc1ccc(C(O)P(=O)(OCC(C)C)c2ccc(N(C)C)cc2)c(OC)c1 (centres undefined)	-1	3.4	0	-1	-0.9	-0.1	9	-1.4	-1.1	-2	5
N#C/C(=C\c1ccc(O)c(O)c1)C(=O)N1CCc2ccccc21	2	0.0	0	-3	-0.8	-0.1	-4	-2.5	-0.7	-1	-4
Nc1nnc(SCC(=O)Nc2ccc(N3CCOCC3)cc2)s1	-1	1.2	3	1	-0.8	0.2	5	0.3	4.6	1	0
Cc1ccc(-n2ncc3c(=O)n(CC(N)=O)cnc32)cc1C	2	1.1	-6	3	-1.2	0.3	3	3.0	2.9	7	3
CCOC(=O)N1CCN(CC(O)COc2ccccc2C(C)CC)CC1 (centres undefined)	-4	1.2	0	3	-0.5	-0.1	2	-2.1	-0.8	0	2
NC(=O)c1ccccc1NC(=O)/C=C/c1ccccc1	-10	0.4	-10	-17	-0.2	3.4	3	2.0	11*	2	-10
CC(C)(C)NC(=O)Nc1ccc(Cn2cc(C(F)(F)F)ccc2=O)cc1	1	-0.4	2	-1	-1.2	-0.1	0	-1.1	-3.5	0	-2

Part of the list above, limited to hgDAF-12 ag and hcDAF-12 act.
SMILES	hgDAF-12 ag	hcDAF-12 act
O=C(COC(=O)c1ccc(S(=O)(=O)C(F)F)cc1)Nc1ccccc1C(=O)NC1CC1	1.2	-2.8
N#Cc1cc2cc3c(cc2nc1NCCNC(=S)NCCCN1CCOCC1)OCO3	0.7	-0.3
CCn1c(CCC(=O)Nc2cc(F)ccc2C)nc2cc(S(=O)(=O)N(C)C)ccc21	-0.4	-0.2
CCOC1=C2CN(S(=O)(=O)c3ccc(C)cc3)C(c3ccc(CC)cc3)CC2n2c(=O)n(-c3ccccc3)c(=O)n2C1 (centres undefined)	2.4	-0.3

Ordered by value in MBD2 DNA inh (low to high): three from the list above.
molecule | MBD2 DNA inh
Cc1cc(/C=N/NC(=O)c2c(Br)cnn2C)c(C)n1-c1cccc(Br)c1 | -10
Cc1ccc(NC(=O)Cc2nc(CN(C)CC(=O)Nc3ccc(C)cc3)cs2)cc1 | -3
Nc1nnc(SCC(=O)Nc2ccc(N3CCOCC3)cc2)s1 | 0
